# Compound activity from PubChem BioAssay.
# CHX counter – counter-screen hit for Shiga toxin inhibitors, cycloheximide. max response, %. hit rate 12% among 300,000. cell reporter, cycloheximide protein synthesis inhibition counterscreen; in the data active = max response mostly above about 13%, no sharp cut-off; inactive = mostly below about 14%; also: read at 38.3 µM for the half of the compounds with a filed dose; 0% is about no effect
# Giardia FBPA inh – blocks Giardia fructose-bisphosphate aldolase activity; A8B2U2; purified Giardia FBPA; Potency, µM (series often up to 59.6 µM), for the others: top-dose activity, negative = inhibition, usual class: inhibitors; hit rate 0.71% among 290,000; also: potency is read from the fitted curve at half-maximal effect; % is scaled to controls: 0 for no effect and ±100 for the full control effect; nearly all actives have a fitted effect of over 55% in size
# Target sequence (A8B2U2 whole entry, looked up): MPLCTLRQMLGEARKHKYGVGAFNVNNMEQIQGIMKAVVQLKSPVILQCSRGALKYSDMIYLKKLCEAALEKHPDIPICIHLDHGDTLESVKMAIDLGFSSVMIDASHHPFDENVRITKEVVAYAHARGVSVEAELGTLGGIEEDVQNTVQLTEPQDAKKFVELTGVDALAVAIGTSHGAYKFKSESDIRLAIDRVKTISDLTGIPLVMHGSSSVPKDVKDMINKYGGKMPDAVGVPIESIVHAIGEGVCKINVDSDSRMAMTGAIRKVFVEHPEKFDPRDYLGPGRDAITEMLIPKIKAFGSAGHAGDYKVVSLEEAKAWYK
#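 40 nM FBPA preincubated 10 min at RT with compound (up to 57.5 uM final), then substrate plus GAPDH/TPI/NAD/arsenate coupling and diaphorase/resazurin added. Fluorescence read after 20 min at RT, 525/598 nm.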
# Pf growth 96h – inhibits malaria parasite growth, 96 h | hit rate 6.9% among 320,000 | P. falciparum luciferase reporter growth, 96 h | Potency, µM (series often up to 28.7 µM), for the others: at the top dose activity change, negative = inhibition, hits mostly inhibitors; also: potency is read from the fitted curve at half-maximal effect; % is scaled to controls: 0 for no effect and ±100 for the full control effect
#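 Luminescence readout: decreased luciferase signal marks inhibited growth of reporter-expressing P. falciparum in infected red cells (2% hematocrit, 0.05% parasitemia final), exposed to compound two generations (96 h, 37 C, 5% CO2).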
# Shiga inhibitor – inhibitors of Shiga toxin in Vero cells; hit rate 9.2% among 290,000; inhibition, % at 38.7 µM; Vero cells, Shiga toxin protein synthesis inhibition reporter; AID 2315; in the data active = inhibition mostly above about 28%, no sharp cut-off; inactive = mostly below about 43%; also: 0% is about no effect
# HCV inhibitor – HCV inhibition | Huh7.5.1 HCVcc-Cre infection, luciferase reporter, 44 h | Potency, µM (doses to about 41.8 µM), inactives show at the top dose activity change, negative = inhibition, actives largely listed as inhibitors | hit rate 3.4% among 340,000; also: potency is read from the fitted curve at half-maximal effect; % is scaled to controls: 0 for no effect and ±100 for the full control effect
#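 Reporter virus HCVcc-Cre (~0.5 moi) infects cells exposed to compound; seeding density 1,000 cells/well with 4 h settling beforehand. Luminescence, 15 sec read, taken 44 h post-infection following a 15 min RT substrate incubation.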
# Pf growth 48h – P. falciparum growth inhibition at 48 hours (one generation) | P. falciparum luciferase growth in erythrocytes, 48 h | Potency, µM (highest dose often 28.7 µM), inactives show at the top dose activity change, negative = inhibition, most hits filed as inhibitors | hit rate 5.9% among 310,000 | AID 504832; also: potency is read from the fitted curve at half-maximal effect; % is scaled to controls: 0 for no effect and ±100 for the full control effect
#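 Cell-based growth assay: transgenic P. falciparum expressing firefly luciferase, cultured in red cells within RPMI 1640 containing 0.5% w/v Albumax, 24 mM bicarbonate and gentamycin. A drop in luciferase activity indicates inhibition.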
# The depositor's hits bear a star; ? = inconclusive; nt = not tested or not shown; & = joins results of further samples; [ ] = dose if it differs, or a comment. Unless noted, calls follow the shape of the dose curve; as a rule, active = well fitted curve in the direction sought with a large enough effect; inconclusive = small, poorly fitted or top-dose-only effect, or another doubt; inactive = no such curve, though single readings can be large; an effect the other way counts as inactive or inconclusive. Not a hit list. About 24% of those tested had a hit in this group.
# Start of the data: the first three compounds (preview)
SMILES,CHX counter,Giardia FBPA inh,Pf growth 96h,Shiga inhibitor,HCV inhibitor,Pf growth 48h
CCc1nnc(NC(=O)c2ccc3ccccc3n2)s1,45*,?,-38%,70*,12%,-46%
N=c1c(S(=O)(=O)c2ccc(Cl)cc2)cc2c(=O)n3ccccc3nc2n1CC1CCCO1 (stereo unspecified),-4,nt,?,-6,-14%,?
O=C(CN1CCN(C(=O)c2cncn2-c2ccccc2)CC1)Nc1ccccc1Cl,nt,nt,15µM*,nt,26%,?

# All compounds of this part, repeating the preview:
SMILES,CHX counter,Giardia FBPA inh,Pf growth 96h,Shiga inhibitor,HCV inhibitor,Pf growth 48h
CCc1nnc(NC(=O)c2ccc3ccccc3n2)s1,45*,?,-38%,70*,12%,-46%
N=c1c(S(=O)(=O)c2ccc(Cl)cc2)cc2c(=O)n3ccccc3nc2n1CC1CCCO1 (stereo unspecified),-4,nt,?,-6,-14%,?
O=C(CN1CCN(C(=O)c2cncn2-c2ccccc2)CC1)Nc1ccccc1Cl,nt,nt,15µM*,nt,26%,?
CCCNC(=O)NC(=O)CSc1nnc(C)n1N,-2,6%,nt,-9,12%,11%
CCn1c(C)nc2cc(C(=O)NNC(=S)NC(=O)c3ccccc3)ccc21,12,7%,-1%,18,?,4%
CN1C(=O)/C(=C\c2cc(Br)cs2)c2ccccc21,46*,-20%,12%,76*,-20%,28%
Cc1nn(C)c(=O)c(N)c1-c1cc(-c2ccc(Cl)c(Cl)c2)n[nH]1,1,-1%,-29%,6,-18%,-2%
O=C(O)c1ccc(N2C(=O)C3C4c5ccccc5C(Br)(c5ccccc54)C3C2=O)cc1 (stereo unspecified),-2,20%,11%,-20,17%,-2%
OC(Cc1cccnc1)(Cc1cccnc1)c1cc2ccccc2[nH]1,8,5%,-12%,19,1%,-5%
O=C(NC(=S)Nc1cccc(C(F)(F)F)c1)c1ccc2nonc2c1,-2,10µM*,0%,8,7%,3%
O=C(CSc1nc2[nH]ncc2c(=O)[nH]1)c1ccccc1,-3,3%,-9%,15,21%,-23%
CCC1(C)Cc2ccccc2C(Nc2c(C)n(C)n(-c3ccccc3)c2=O)=N1 (stereo unspecified),-12,7%,?,-8,11%,nt

# Single records, as listed above:
# Profile of `O=C(O)c1ccc(N2C(=O)C3C4c5ccccc5C(Br)(c5ccccc54)C3C2=O)cc1` (stereo unspecified) → CHX counter = -2; Giardia FBPA inh = 20%; Pf growth 96h = 11%; Shiga inhibitor = -20; HCV inhibitor = 17%; Pf growth 48h = -2%
# Profile of `Cc1nn(C)c(=O)c(N)c1-c1cc(-c2ccc(Cl)c(Cl)c2)n[nH]1` → CHX counter = 1; Giardia FBPA inh = -1%; Pf growth 96h = -29%; Shiga inhibitor = 6; HCV inhibitor = -18%; Pf growth 48h = -2%

# Continued:
SMILES,CHX counter,Giardia FBPA inh,Pf growth 96h,Shiga inhibitor,HCV inhibitor,Pf growth 48h
O=C(O)C1C2C=CC(C2)C1C(=O)Nc1ccc(C(=O)N2CCCCC2)c(Cl)c1 (stereo unspecified),-4,3%,nt,-8,17%,11%
CC1(C)Cc2cccc(OCC(O)CNCc3ccccn3)c2O1 (stereo unspecified),-4,3%,-22%,-19,-8%,-13%
COc1cc(=O)[nH]c(SC(C)C(=O)Nc2cccc3ccccc23)n1 (stereo unspecified),-7,-18%,22%,-2,24%,23%
O=[N+]([O-])c1cc(/C=N\Nc2nccs2)ccc1O,-2,?,nt,-5,6%,?
COC(=O)c1sccc1N/N=C/c1cccc(OC)c1O,19*,0%,85%[activator],50,-2%,281%[activator]
O=C(COc1ccccc1)N(Cc1cccs1)C1CCS(=O)(=O)C1 (stereo unspecified),-2,-4%,1%,20,7%,-15%
Cc1ccnc(SCc2cc(=O)c(OC(=O)c3ccc(S(=O)(=O)N4CCCC4)cc3)co2)n1,-6,5%,1%,-13,32%[activator],-3%
Cc1[nH]c2ccccc2c1CCN(Cc1cccs1)C(=S)Nc1ccccc1,10,-10%,?,22,-17%,?
CCN(CC)S(=O)(=O)c1ccc(N2CCOCC2)c(NS(=O)(=O)c2ccc(C)c(C)c2)c1,-1,-8%,4.1µM*,-4,?,7.4µM*
CCOc1ccccc1NC(=O)CCn1c(=O)oc2ccccc21,-2,3%,6.6µM*,-7,-13%,13%
CC12C(=O)N(c3cccc4cccnc34)C(=O)C1C1C=CC2C1 (stereo unspecified),-4,0%,6.6µM*,-17,1%,nt
O=C(NCc1ccc2c(c1)OCO2)Nc1ccc([N+](=O)[O-])cc1,3,-4%,?,-2,?,?
CCC(=O)OCC(=O)Nc1ccc([N+](=O)[O-])cc1OC,5,0%,33%[activator],11,-6%,-6%
Cc1ccc(OCCNC(=O)Cn2cnc3c(=O)n(C)c(=O)n(C)c32)cc1C,-4,1%,-3%,4,10%,-8%
COc1ccc(N(CN2C(=O)c3ccccc3C2=O)C(=O)C(C)C)cc1,21*,7%,?,12,28%,-15%
CCc1ccc(OC(C)C(=O)N(Cc2ccccc2)C2CCS(=O)(=O)C2)cc1 (stereo unspecified),-5,7%,26%,-12,-6%,?
O=C(c1ccccc1Br)N1N=C(c2ccccc2)CC1c1ccccc1F (stereo unspecified),12,7%,?,-9,?,?
CC(=O)N(Cc1ccccc1)c1ccccc1C(=O)O,0,9%,21%,15,7%,8%
O=C(COC(=O)C1CCN(S(=O)(=O)c2cccs2)CC1)c1ccccc1,16,7%,4%,35,19%,6%
CN(Cc1ccccc1)C(=O)COC(=O)COc1ccc(C#N)cc1,-1,nt,6%,9,9%,131%[activator]
C/C(CC(=O)Nc1ccc2c(c1)OCCO2)=N\NC(=O)c1ccccc1F,30*,7%,29%,79*,13%,21%
CC1CCCC(C)N1CCNC(=O)Nc1ccc(Cl)cc1 (stereo unspecified),-4,0%,?,-14,?,nt
CC(C)(C)c1ccc(C(=O)NCC(=O)N/N=C/c2ccccc2OCC(=O)O)cc1,-5,-3%,13%,23,?,-41%[1.15 µM]
Cc1ccc(CNC(=O)c2cc3c(=O)n(C)c4ccccc4c3n2C)cc1,-6,3%,?,-20,15%,nt
O=C(NNC(=O)c1cccs1)c1cccc(F)c1,-3,3%,?,-3,-12%,33%[activator]
COC(=O)N1CCN(C(=O)Cc2ccc(Cl)c(Cl)c2)C(CN2CCCC2)C1 (stereo unspecified),1,-5%&-8%,nt,-5,nt,nt
O=S(=O)(NCC1CCCO1)c1cc(Br)c(Br)s1 (stereo unspecified),1,2%,-2%,-11,?,-15%
COCCN(C(=O)c1ccccc1F)c1nc(-c2ccc(OC)cc2)cs1,-2,-9%,316%[activator],11,?,?
Cc1ccc(S(=O)(=O)N2CCN(c3ccc4nnc(-c5ccccc5)n4n3)CC2)cc1,-5,2%,?,-12,18%,nt
O=C(OCCCN1CCOCC1)c1ccc(O)c(O)c1,-2,?,44%[activator],2,-26%,17%
Fc1ccccc1C1c2cccn2CCN1C(=S)Nc1ccc(Br)cc1 (stereo unspecified),-2,-16%,-6%,-8,?,-14%
COc1ccc(OC)c(S(=O)(=O)NCCO)c1,-1,-3%,nt,-2,17%,12%
N#Cc1c(-c2cccnc2)cc(-c2ccccc2)nc1N,-2,-1%,32%[activator],4,18%,0%
Oc1c(C=Nc2ccccc2)sc(=S)n1Cc1ccccc1,1,-14%,25%,4,-17%,7%
NC(=O)c1ccsc1NC(=O)CSc1nnc(Nc2ccccc2)s1,14,-11%,?,-1,?,?
CCN(CC)S(=O)(=O)c1ccc(NC(=O)COC(=O)c2c[nH]c(=O)[nH]c2=O)cc1,-4,4%,129%[activator],-3,11%,4%
O=C(CSc1nnc(-c2cccs2)o1)NCC1CN(Cc2ccccc2)CCO1 (stereo unspecified),10,8%,-10%,6,-1%&4%,?
CC1=C(CCN2CCN(C(C)C)C(CCO)C2)C(C)(C)CCC1 (stereo unspecified),1,2%,?,9,?,?
CC(=O)c1cccc(NC(=O)N2C3CCCC2CC(NC(=O)C2CC2)C3)c1 (stereo unspecified),-3,6%,-4%,-5,-3%,4%
CCNC(=O)C(=O)NCCc1ccc(Cl)cc1,-2,nt,?,5,5%,-21%
O=C(CCC(=O)NCCO)NCCO,-11,10%,?,-8,4%,10%
Cc1cc(C)n(-c2nnc(NCc3ccc(Cl)cc3)nn2)n1,12,-23%,2.1µM*,16,-9%,?
Cc1cc(NC(=O)CCCC(=O)NCc2ccccc2)no1,-4,3%,23%,5,?,18%
CCNC(=O)COc1ccc(Br)cc1Cl,28*,0%,32%[activator],60*,-1%,67%[activator]
O=C(COc1ccc(Cl)cc1Cl)Nc1ccc(CN2CCOCC2)cc1,-1,12%,2%,-2,?,-5%
O=C(CSc1nnc(-c2ccc(OC(F)F)cc2)o1)NCc1cccs1,10,4%,-13%,15,-15%,nt
O=C(CCC(=O)N1CCCC(Nc2ccccc2)C1)c1ccc(F)cc1 (stereo unspecified),-3,4%,11%,1,-4%,2%
O=C(CCn1c(=S)[nH]c2cc3c(cc2c1=O)OCO3)NCc1cccc(Cl)c1,3,nt,?,-3,-28%,-15%
CN1C(=O)N(C)C(=O)C2(Cc3cc(NC(=O)c4ccccc4Cl)ccc3N3CCCC32)C1=O (stereo unspecified),-3,nt,5.2µM*,-1,-21%,?
O=C(NNC(=O)c1c(F)cccc1F)c1sccc1-n1cccc1,-3,1%,-1%,-24,12%,7%
Cc1cccc(CN2CCc3c([nH]c4ccccc34)C2CC(C)C)n1 (stereo unspecified),1,11%,10µM*,-10,?,9.3µM*
CCCCn1c(N)c(N(CCOC)C(=O)CN2c3ccccc3CC2C)c(=O)[nH]c1=O (stereo unspecified),1,-6%,-11%,-8,7%,-14%
COc1ccc(N2CCN(C(=O)CN=C3NS(=O)(=O)C(c4ccc(C)cc4)=C3C)CC2)cc1,-4,-15%,4%,-7,1%,?
C#CCOCCOCCOCCNc1nc(N2CCN(C(=O)[C@H](Cc3ccc(O)cc3)n3cc(C(N)CC(C)C)nn3)CC2)nc(N2CCN(C(=O)[C@H](CCC(=O)O)n3cc(C(N)[C@H](C)CC)nn3)CC2)n1 (stereo partly specified),-2,-28%,15%,-9,5%,1%
COc1ccccc1NC(=O)Cc1noc(CSc2nnc(C)n2C)n1,-2,2%,?,16,11%,?
COc1ccc(CC(=O)OCC(=O)Nc2ccc(C(=O)Nc3ccc(OC)cc3)cc2)cc1,-1,0%,39%[activator],15,?,34%[activator]
COc1ccc(-c2ccnc3nc(Sc4ncc(C(F)(F)F)cc4Cl)nn23)cc1,-1,-1%,?,-7,-22%,?
CC(=O)c1c(N2CCN(c3cccc(Cl)c3)CC2)nc(=S)n(-c2ccccc2)c1C,-1,-1%,40%[activator],-8,?,?
Cc1cc(NC(=O)c2coc(=O)c(Br)c2)ccc1C(C)C,95*,-13%,?,108*,8%,?
C=CCn1c(-c2ccccc2)nc(=S)c2c1CC(C)(C)OC2,-3,-5%,?,-3,3%,-12%
# Next structures
SMILES,CHX counter,Giardia FBPA inh,Pf growth 96h,Shiga inhibitor,HCV inhibitor,Pf growth 48h
O=C(N/N=C1/C(=O)c2cccc3cccc1c23)c1ccc(Cl)cc1,6,-6%,?,-1,-30%,nt
CCCCCn1c(=NC(C)=O)c(C#N)cc2c(=O)n3ccccc3nc21,1,0%,44%[activator],-11,2%,?
CC(=O)c1ccc(NC(=O)CSc2nnc(C3CC3)n2C)cc1,1,13%,2%,13,5%,1%
CC(=O)c1ccc(S(=O)(=O)N2CCC(NC(=O)Nc3cccc(F)c3)CC2)cc1,-1,-2%,?,4,23%,0%
CC1CCN(CC(=O)NCc2ccco2)CC1,0,1%,8%,-15,6%,9%
CCC(C)[C@H](NC(=O)Nc1ccc(S(N)(=O)=O)cc1)C(=O)OC (stereo partly specified),-3,6%,14%,-6,0%,0%
